# HSF1 activator – increases HSF-1 driven luciferase reporter signal | NIH3T3-HGL HSF-1 luciferase reporter, MG132, 8 h; 100% = twice DMSO control signal | activation, % at 9 µM | 1.7% of 300,000 active;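 active = mean replicate activation of at least 50% with a set share of replicates each reaching 50%; inconclusive = only one of those two conditions met; inactive = mean below 50% and too few replicates reaching it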;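 note: 0% = median of the neutral control wells and 100% = twice that signal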
# SKKanGAS inh – SKKanGAS growth inhibition | S. pyogenes SKKanGAS, kanamycin growth, BacTiter-Glo, 6 h | inhibition, % at 7.5 µM | 1.3% of 300,000 active;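 active = mean replicate score, as percent of positive control median, at least 50; inconclusive = mean below 50 but one replicate at or above 50; inactive = mean and every replicate below 50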;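 note: strain carries kanamycin resistance gene driven by streptokinase promoter and grows in 40 µg/ml kanamycin; loss of luminescence reflects streptokinase promoter inhibition or plain growth inhibition; 0% = median of DMSO wells and 100% = positive control at its reference dose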
# Platelet DG rel – platelet dense granule release activity | inhibition, %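 (compounds screened at 7.5 µM in platelet-rich plasma)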 | 0.22% of 300,000 active | human platelet-rich plasma, SFLLRN dense granule ATP release, luminescence;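 active = mean replicate score, as percent of positive control, at or above 50; inconclusive = mean below 50 but at least one replicate at or above 50; inactive = mean and every replicate below 50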
# HSF1 inhib – HSF1 inhibition. NIH3T3-HGL HSE-luciferase, MG132-induced, luminescence 8 h; active compounds read low. AID 2098. 0.77% of 300,000 active. activity change, negative = inhibition, % at 7.5 µM (by protocol);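 active = more than half of replicate wells show activity change below -50%, luminescence cut by over half; inconclusive = some wells, but at most half, below -50%; inactive = no replicate well below -50%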;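 note: luciferase reports HSF-1 transcriptional activity via heat shock element; 0% = median of DMSO wells and -100% = zero luminescence signal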
# HSP90 inh – HSP90 refolding inhibition in rabbit reticulocyte lysate | inhibition, % at 5.6 µM | luciferase refolding luminescence, 3 h | 0.91% of 290,000 active;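 active = inhibition above the screen-wide mean plus 3 SD, computed separately per campaign, cut at about 16% in these data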;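 note: 0% = DMSO wells and 100% = 60 µM geldanamycin wells; inhibitors lower the luminescence because luciferase stays unfolded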
# aSyn 5UTR inh – 5' untranslated region of α-synuclein, MLPCN primary screen | 0.82% of 300,000 active | AID 1813 | inhibition, % (tested at 7.5 µM) | alpha-synuclein 5'UTR reporter, inhibitor activity; in the data active = inhibition above about 60%; inconclusive = no clear call, values can overlap the other calls;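 note: H4 neuroglioblastoma cells stably carrying SNCA 5'UTR luciferase fusion; 0% = DMSO wells and 100% = positive control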
# AI-2 QS modul – modulates the Vibrio harveyi AI-2 quorum sensing system; Vibrio harveyi JMH597 AI-2 luminescence/OD600 ratio, 9 h; active compounds read low; strain lacks LuxN and CqsS sensors; 0 = neutral-control median; activity change, % at 7.5 µM; 0.4% of 300,000 active; in the data active = activity change below about -75%, passing the limit was not always enough; inconclusive = no clear call, values can overlap the other calls;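 note: luminescence divided by OD600 gain over 9 h not by final OD600 alone; inactives centre near 13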
# HIF activator – HIF pathway transcriptional activation | activation, % at 7.5 µM (by protocol) | 0.32% of 300,000 active | U2OS HRE-luciferase reporter, luminescence; normalized: DMSO 0%, desferrioxamine 100%;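 active = mean activation of at least 10% of the iron chelator positive control signal, with at least half of replicates also reaching 10%; inconclusive = mean and replicate majority disagree about reaching 10%; inactive = mean and most replicates under 10%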
# KLF5 inhibitor – inhibitors of KLF5 expression | DLD-1 KLF5 promoter-luciferase reporter, luminescence | 0.23% of 290,000 active | inhibition, % at 5 µM;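 active = inhibition above a per-plate limit of that plate's mean compound inhibition plus 3 SD, cut at about 60% in these data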;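 note: 0% = DMSO wells and 100% = LY294002 at 200 µM; higher means less KLF5 promoter-driven luciferase light; inactives centre near -14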
# IEC-6 cytotox – counter-screen for KLF5 inhibitors: cytotoxicity in IEC-6 cells. IEC-6 cytotoxicity, luminescence viability. inhibition, % at 5 µM. 0.78% of 290,000 active. AID 1825; in the data active = inhibition above about 22%;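 note: 0% = plate median of test compound wells and 100% = cytotoxic reference compound wells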
# An asterisk follows results filed as active; ? = inconclusive; / = no result given. Compounds as they come; overall some 6% were active at least once.
SMILES,HSF1 activator,SKKanGAS inh,Platelet DG rel,HSF1 inhib,HSP90 inh,aSyn 5UTR inh,AI-2 QS modul,HIF activator,KLF5 inhibitor,IEC-6 cytotox
O=C(CN1CCCC(O)C1)N1c2ccccc2Sc2ccc(C(F)(F)F)cc21 (stereo not given),-7,3,11,-5,3,-22,10,-0.5,-23,9
COc1ccc(OC(=O)c2cccc(S(=O)(=O)N3CCCC3)c2)cc1,-4,2,-1,-14,5,-2,-15,-0.5,-4,1
COc1ccc(CCNC(=O)CSc2nnc(C(C)N(C)C)n2Cc2ccccc2)cc1OC (stereo not given),-9,-1,-5,0,0,20,18,0.5,-15,2
C=CCNC(=O)c1cc(-c2ccc3c(c2)OCO3)on1,15,-13,9,18,15,-8,26,2.3,-50,2
COc1ncnc2c1N=C1CC(C)(C)CC(N)=C1S2,4,2,3,-4,-2,-15,13,-0.4,-5,-2
O=[N+]([O-])c1ccccc1/C=C/C=N/n1c(-c2ccccc2F)n[nH]c1=S,-6,2,-16,-2,8,24,10,0.1,-5,12
CC(=O)c1c(C)oc2ccc(N(C(C)=O)S(=O)(=O)c3cccc([N+](=O)[O-])c3)cc12,36,/,-1,10,1,0,14,-0.2,-24,0
COc1ccccc1NC(=O)CSc1nnc(-c2ccco2)n1N,11,7,-7,1,1,-21,38,/,-24,3
Cc1csc(=O)n1CC(=O)OC(C)C(=O)Nc1cccc(Cl)c1 (stereo not given),-11,-5,-6,-6,/,-10,22,-0.3,/,/
CC(C)CN(C(=O)COC(=O)c1ccc(Cl)c(N)c1)c1c(N)n(Cc2ccccc2)c(=O)[nH]c1=O,-20,16,2,0,/,10,22,-0.2,/,/
CCN(CC)S(=O)(=O)c1cc(NC(=O)COC(=O)Cn2cnc3ccccc32)ccc1C,12,2,2,0,-6,-8,22,-0.6,-14,-5
Cc1cc(C)nc(SCCn2c(N3CC(C)OC(C)C3)nc3c2c(=O)n(C)c(=O)n3C)n1 (stereo not given),5,-5,-9,7,2,22,6,0.1,-20,5
CCC(CO)NS(=O)(=O)c1cc(-c2nn(C)c(=O)c3ccccc23)ccc1C (stereo not given),0,-6,2,6,-1,20,8,-0.8,-2,-2
Cc1ccc(N2CN(Cc3cccnc3)CNC2=S)c(C)c1,-1,-1,3,9,-1,-10,11,-3.1,-27,-3
O=C(Cn1c(=O)oc2cc(S(=O)(=O)N3CCCC3)ccc21)NC1CCCCC1,-3,-1,3,3,1,6,12,-0.3,-22,5
C/C(=N/NC(=O)CN1CCN(Cc2ccccc2Cl)CC1)c1cccs1,-3,-11,-8,-8,4,2,12,-0.3,-15,-5
O=C(C[n+]1ccccc1)N/N=C/c1ccc(Cl)c(Cl)c1,-7,-6,11,-6,-2,-13,26,1.0,-19,1
COc1ccc(C(=O)C[n+]2ccc3c(c2)nnn3-c2ccccc2)cc1,20,6,3,3,0,5,11,0.9,-34,-6
Cc1c(S(=O)(=O)N2CCCC(C)C2)c(=O)n(C)c(=O)n1C (stereo not given),-1,-13,-49,0,/,-5,0,0.1,/,/
C=C(C)C1CC=C(C)/C(=N\NC(=O)CCc2ccccc2)C1 (stereo not given),22,-2,11,5,4,18,11,-25,-6,3
O=C(NNC(=O)C1CC=CCC1C(=O)O)c1ccc(Cl)cc1 (stereo not given),1,1,0,-2,-1,5,14,-0.2,6,2
COCCn1c(N2CCN(c3ccc(OC)cc3)CC2)nc2c1c(=O)n(C)c(=O)n2C,-4,3,5,5,-2,7,12,-0.3,-32,1
COc1cccc(NC(=S)NC(=O)c2c(Cl)c(C)nn2C)c1,61*,-5,-16,14,1,-55,112,2.6,14,-2
O=S(=O)(NCc1cccs1)c1ccc(Br)s1,-8,9,-8,-4,-2,19,19,-0.1,-20,-5
CC(=O)NCCOC(=O)Nc1ccncc1,5,0,7,2,1,21,16,0.0,-23,8
O=C(O)CC(NC(=O)C12CC3CC(CC(C3)C1)C2)c1cc([N+](=O)[O-])ccc1Cl (stereo not given),-1,2,-7,-2,4,2,24,0.0,-8,3
Cc1sc2ncnc(SCC(=O)N3CCCC3)c2c1C,-2,0,?,1,3,1,12,0.1,1,7
CCOC(=O)C1(Cc2ccc(Cl)cc2)CCN(C(=O)c2ccoc2)CC1,42,-7,0,23,5,-22,17,-0.1,-10,0
O=C(O)CC12CC3CC(C1)CC(n1ncc(NCc4ccccc4Cl)c(Cl)c1=O)(C3)C2,5,-11,4,-2,5,3,11,0.1,-3,-7
CC(C)(C)NC(=O)C1N(c2cccnc2)C(=O)C2C(C(=O)Nc3ccccc3F)C3(C)C=CC21O3 (stereo not given),3,-3,3,1,-8,-15,4,-0.3,-27,-1

# One compound at a time (already shown). Order of screens: HSF1 activator | SKKanGAS inh | Platelet DG rel | HSF1 inhib | HSP90 inh | aSyn 5UTR inh | AI-2 QS modul | HIF activator | KLF5 inhibitor | IEC-6 cytotox
# `O=C(C[n+]1ccccc1)N/N=C/c1ccc(Cl)c(Cl)c1` across the screens: -7 | -6 | 11 | -6 | -2 | -13 | 26 | 1.0 | -19 | 1
# `O=C(NNC(=O)C1CC=CCC1C(=O)O)c1ccc(Cl)cc1` (stereo not given) across the screens: 1 | 1 | 0 | -2 | -1 | 5 | 14 | -0.2 | 6 | 2

# The list continues.
SMILES,HSF1 activator,SKKanGAS inh,Platelet DG rel,HSF1 inhib,HSP90 inh,aSyn 5UTR inh,AI-2 QS modul,HIF activator,KLF5 inhibitor,IEC-6 cytotox
Cc1ccc(N(NC(=O)C(O)(c2ccccc2)c2ccccc2)C(=O)CCl)cc1,75*,6,-3,72,-1,-1,33,-0.2,-36,6
COc1cc(C2Nc3ccccc3NC3=C2C(=O)CC(C)(C)C3)cc(OC)c1OC(C)=O (stereo not given),18,-1,0,-1,0,7,15,-1.2,-23,3
Oc1ccc(CN2CCCc3ccccc32)c2cccnc12,-70,31,8,-69*,1,57,20,-0.1,-5,-1
C[C@@H]1CCC[C@@]2(O[C@@H](CCO)C[C@H](O)[C@H]2O)O1,-7,5,-3,2,/,19,-1,0.0,/,/
O=[N+]([O-])c1cccc(NC(=S)N2CCOCC2)c1,12,-7,4,-1,4,-3,9,0.0,-15,-1
CCOC(=O)C1(Cc2cccc(OC)c2)CCN(Cc2cccc3cnccc23)CC1,14,-2,0,-2,-1,4,47,-0.1,-3,-8
CCOc1ccc(CNC(=O)c2ccc3c(c2)N(CC)CCS3)cc1,55*,-4,19,34,-3,-2,11,0.5,-15,-3
CC(C)CC1(C(=O)NCCc2c[nH]c3ccccc23)C=CCN1C(=O)c1ccccc1 (stereo not given),9,-3,-2,13,3,-2,13,2.8,-7,4
Cc1onc(-c2ccccc2Cl)c1C(=O)Nc1nc2ccc(S(C)(=O)=O)cc2s1,1,4,6,4,7,26,13,-1.3,-21,9
C=CCNC(=O)Nc1ccc(OCC)cc1,-11,-3,1,-2,1,-30,-5,0.6,-38,-5
Cc1ccc(C(C(=O)NC2CCCC2)N(Cc2cccs2)C(=O)c2csnn2)o1 (stereo not given),9,-2,-11,-2,-1,12,-1,0.5,-49,-1
O=C(NCc1ccc2c(c1)OCO2)C(=O)NCC1OCCN1S(=O)(=O)c1ccccc1 (stereo not given),-9,2,-10,3,-4,13,8,0.2,-50,-3
CC1(C)Cc2c(ccc3ccccc23)C2=C(C(=O)N3CCCC3)C(=O)C(=O)N21,-28,4,7,-29,-3,4,-8,6.1,-21,-8
O=C(NC1CCCc2ccccc21)c1ccc(=O)[nH]c1 (stereo not given),15,1,-2,-6,0,4,10,-0.2,3,4
CCCOC(=O)CC1C(=O)NCCN1Cc1ccccc1C (stereo not given),7,-5,6,1,2,13,-4,0.2,-24,5
COc1cc(C2NC(=O)NC(C)=C2C(=O)OC2CCCC(C)C2)cc(Br)c1O (stereo not given),4,7,3,4,-4,12,28,-0.9,-21,-4
COC(=O)N/N=C/c1cc(Cl)cc(Cl)c1OCc1ccccc1F,19,-3,6,0,-1,18,20,-0.4,4,-2
O=C(CN1CCN(c2ccccn2)CC1)N1c2ccccc2CCc2ccccc21,-54,-7,-8,-44,0,-1,4,-0.7,-35,-3
CCOC(=O)C1=C(COC(=O)COc2ccc(C(=O)CC)cc2)NC(=O)NC1C (stereo not given),-10,-5,-3,-2,/,-10,21,-0.1,/,/
COc1ccc(/C=C2/S/C(=N/S(=O)(=O)Cc3ccccc3)NC2=O)cc1OC,-16,17,0,-6,-2,-5,22,-0.2,-32,1
O=C(O)c1cccc(Nc2ccc([N+](=O)[O-])cn2)c1,-8,0,-7,2,3,13,19,-0.3,-26,-1
COc1ccc(/C=N/n2c(=O)[nH]c3c([nH]c4ccc(F)cc43)c2=O)cc1CN1CCCCC1,10,-3,-3,0,4,-18,13,0.1,-20,2
O=C(NNc1ccccc1)C(=O)NNS(=O)(=O)c1ccc(CCCl)cc1,30,0,10,8,0,8,35,-0.2,23,44*
Cc1cc2ncn(C(=O)c3cc(-c4ccccc4)nc4ccccc34)c2cc1C,/,2,4,/,3,12,23,/,-20,5
O=S1(=O)c2ccccc2N=NN1Cc1ccc(Cl)cc1,1,10,-4,-2,6,26,-1,-0.1,-2,-2
COc1ccc(NC(=O)c2nnn(CC(=O)Nc3ccc4c(c3)OCO4)c2N)cc1OC,5,2,17,-5,-4,16,16,-0.1,-10,2
Cc1ccc(Sc2c(CO)c(-c3ccccc3)nn2C)cc1,-27,4,-5,-15,1,-86,6,0.3,72*,86*
COc1ccccc1/C=C/C=C(\C#N)C(=O)NC(C)c1ccccc1 (stereo not given),6,2,-12,-4,6,-74,1,-0.6,-32,-4
COCC1CCN(Cc2cn[nH]c2-c2ccc(OC)cc2F)C1 (stereo not given),7,7,-1,-1,2,-12,10,0.6,2,2
Cc1cc(Cl)c(S(=O)(=O)NC2CCCC2)cc1OCC(=O)NC1CCCCC1,?,3,-3,17,2,-12,13,0.3,-8,5
N#Cc1ccc(-c2csc(NNC(=O)c3ccc(Br)cc3)n2)cc1,-24,24,-22,-12,1,35,-2,9.7*,-43,1
Cc1ccc(C)n1NC(=O)c1ccccc1,-6,0,-4,-2,-4,13,8,0.1,-25,-3
O=c1cc(-c2ccc(C3CCCCC3)cc2)[nH][nH]1,-11,9,-7,-8,-1,21,32,-0.2,6,-1
Cc1csc(SC(C)C(=O)NC2CCCCC2C)n1 (stereo not given),17,-4,4,1,/,0,12,-0.4,/,/
COc1ccccc1OC1=NS(=O)(=O)c2ccccc21,-10,6,-14,8,-4,-2,-13,-0.6,-22,0
Cc1onc(-c2ccccc2Cl)c1C(=O)Nc1ccc(-n2nncc2C(C)(C)C)cc1,19,-1,-6,11,5,-16,18,0.2,-8,-1
CC(CCN1CCN(c2ccccn2)CC1)c1ccccc1 (stereo not given),-3,7,1,-1,-3,-13,7,-1.0,-19,-1
CCOC(=O)c1ccc(NC(=S)N(CCCN2CCCCCC2)Cc2ccco2)cc1,6,-1,5,-2,0,-16,10,-0.6,-21,2
CCc1ccc(C(=O)OCC(=O)NCCNC(=O)COC(=O)c2ccc(CC)cc2)cc1,5,1,36,-7,-5,-1,19,-0.1,-8,-2
O=C(C1CCCN(S(=O)(=O)c2cnc[nH]2)C1)N1CCN(Cc2ccccc2)CC1 (stereo not given),3,-2,7,-4,-5,25,28,/,-6,-4
